Pf gamet viab: kills late stage P. falciparum gametocytes | P. falciparum stage V gametocytes, ATP luminescence, 24 h | AID 743093 | 150,000 compounds, 0.065% hits | inhibition, % at 10.9 µM;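 active = inhibition above the mean plus 3 SD of compounds within the control limits, set per campaign, cut at about 38% in these data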;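 also: 0% = DMSO wells and 100% = medium only without gametocytes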
Rab7 wt GTP bind: modulators of GTP binding to dog Rab7 wildtype GTPase; GST-Rab7 beads, fluorescent GTP binding, flow cytometry; actives lie on both sides; untreated = 100%, excess cold GTP = 0%; GTP binding activity (percent of control), % at 10 µM; 190,000 compounds, 0.055% hits; AID 758;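 active = fluorescent GTP binding to Rab7 beads changed by at least 20 points from the 100% baseline, either direction, mostly lower; inconclusive = compound itself probably fluorescent, or too few beads counted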;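 also: median green fluorescence of bound Bodipy-FL-GTP per Rab7 bead population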
Cdc42 wt GTP: modulators (inhibitors or activators) of GTP binding to human Cdc42 wildtype; 190,000 compounds, 0.2% hits; P60953; percent activity (GTP binding), % at 10 µM; GST-Cdc42 beads, Bodipy-GTP binding, flow cytometry; actives lie on both sides; AID 761;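 active = percent activity GTP binding at least 20 points away from the 100% baseline, either down as inhibitor or up as activator; inconclusive = compound flagged as likely green fluorescent from well-wide comparison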;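 also: median bead fluorescence of bound Bodipy-FL-GTP at 100 nM; 0% = excess unlabeled GTP control and 100% = no compound control; below 100% means less GTP binding so inhibitor and above means activator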
Target sequence (P60953 whole entry, looked up): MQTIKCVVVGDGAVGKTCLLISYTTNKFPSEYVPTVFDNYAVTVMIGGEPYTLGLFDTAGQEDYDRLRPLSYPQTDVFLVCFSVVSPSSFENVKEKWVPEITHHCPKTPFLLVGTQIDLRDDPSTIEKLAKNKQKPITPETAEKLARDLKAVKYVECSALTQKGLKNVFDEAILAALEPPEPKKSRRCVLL
Rac1 wt GTP bind: human Rac1 wildtype GTP binding, inhibitors and activators; GST-Rac1 beads, fluorescent GTP binding, flow cytometry; actives lie on both sides; 0 = cold GTP competed, 100 = untreated; AID 757; P63000; GTP binding activity (% of control), % at 10 µM; 190,000 compounds, 0.27% hits;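 active = GTP binding activity at least 20 points away from the 100% control level, either lower or higher; inconclusive = compound flagged as likely green fluorescent, judged across all proteins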
Mcl1 Noxa PPI: disrupts binding of human Mcl-1 to Noxa peptide; inhibition, % at 21.7 µM; 220,000 compounds, 1.5% hits; Q07820; TR-FRET Mcl-1/Noxa peptide binding, 2 h;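 active = compounds that cut the protein-peptide binding signal by more than 50% relative to plate controls in a single-dose test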;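 also: His-tagged Mcl-1 with rhodamine Noxa BH3 peptide and terbium anti-His antibody; 0% = Mcl-1 plus Noxa peptide wells and 100% = peptide-only wells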
Target sequence (Q07820 whole entry, looked up): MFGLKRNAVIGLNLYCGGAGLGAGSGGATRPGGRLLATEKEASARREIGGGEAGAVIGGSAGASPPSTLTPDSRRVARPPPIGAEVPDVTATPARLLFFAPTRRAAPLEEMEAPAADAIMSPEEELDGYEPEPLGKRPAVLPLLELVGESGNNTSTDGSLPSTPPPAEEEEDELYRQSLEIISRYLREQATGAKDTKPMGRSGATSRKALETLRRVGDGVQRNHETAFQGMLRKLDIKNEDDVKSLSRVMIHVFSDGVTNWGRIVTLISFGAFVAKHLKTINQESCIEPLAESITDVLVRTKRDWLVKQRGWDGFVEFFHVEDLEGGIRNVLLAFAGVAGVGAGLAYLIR
HRas wt GTP: changes GTP binding to wildtype human HRas. 190,000 compounds, 0.14% hits. GST-Ras wt beads, Bodipy-FL-GTP binding, flow cytometry; actives lie on both sides. GTP binding activity, % at 10 µM;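 active = GTP binding activity at least 20% away from the 100% baseline, either lowered as inhibitor or raised as activator; inconclusive = flagged as likely green fluorescent, judged across all proteins in the well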;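 also: 0% = unlabeled GTP competition control and 100% = no-compound control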
Target sequence (P01112 whole entry, looked up): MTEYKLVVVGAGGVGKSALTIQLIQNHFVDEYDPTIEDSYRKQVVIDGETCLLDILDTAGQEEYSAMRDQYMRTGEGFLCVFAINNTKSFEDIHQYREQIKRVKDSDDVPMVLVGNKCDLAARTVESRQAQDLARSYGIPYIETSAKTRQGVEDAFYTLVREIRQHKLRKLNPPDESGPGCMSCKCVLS
Mcl1 Bid PPI: Mcl-1/Bid interaction inhibition | Q07820 | TR-FRET Mcl-1/Bid-Dy647 peptide binding, 1536-well | inhibition, % at 21.7 µM | 220,000 compounds, 0.97% hits | AID 1021;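 active = compounds that cut the binding signal by more than half at the single screening dose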;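 also: His-tagged Mcl-1 with europium anti-His antibody binding Bid BH3 peptide; 0% = Mcl-1 plus peptide wells and 100% = peptide-only wells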
Rac1 act GTP bind: alters GTP binding to activated mutant human Rac1. P63000. percent activity (GTP binding), % at 10 µM. AID 764. GST-Rac1 activated beads, fluorescent GTP binding, flow cytometry; actives lie on both sides; 100% means binding = to untreated wells. 190,000 compounds, 0.11% hits;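 active = GTP binding at least 20 percentage points away from the 100% baseline, in either direction, so actives lie on both sides; inconclusive = Compound likely fluorescent itself, or too few beads counted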
GSH bead fluor: GSH bead compound fluorescence profile | 190,000 compounds, 0.25% hits | GSH beads flow cytometry, compound fluorescence 488/530 nm; active compounds read high | AID 1776 | fluorescence (KMESF) at 10 µM; in the data active = fluorescence above about 89;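 also: glutathione beads carrying GST-tagged Bcl family fusion proteins plus one bare bead set; values are compound well signal with DMSO vehicle wells as background; inactives centre near 16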
Rab2 wt GTP: changes GTP binding to wildtype dog Rab2A, up or down | P61105 | GST-Rab2 wt beads, Bodipy-GTP binding, flow cytometry | GTP binding activity, % at 10 µM | 190,000 compounds, 0.19% hits | AID 760;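 active = GTP binding activity at least 20 points away from 100%, either lowered or raised; inconclusive = signal likely due to the compound's own green fluorescence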;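 also: 0% = beads with excess unlabeled GTP and 100% = no-compound control corrected for plate trend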
Avidin bead fluor: compound fluoresces at 488/530 nm on avidin beads; 220,000 compounds, 0.38% hits; compound fluorescence 488/530 nm, flow cytometry; active compounds read high; fluorescence (KMESF) at 10 µM; in the data active = fluorescence above about 47; also: inactives centre near 10
* marks the source's active call; other numbers are inactive results; ? = inconclusive; . = not tested or not shown. No enrichment for hits. Share with any hit: about 3%.

SMILES	Pf gamet viab	Rab7 wt GTP bind	Cdc42 wt GTP	Rac1 wt GTP bind	Mcl1 Noxa PPI	HRas wt GTP	Mcl1 Bid PPI	Rac1 act GTP bind	GSH bead fluor	Rab2 wt GTP	Avidin bead fluor
O=C(NCCCN1CCN(c2ccccc2F)CC1)C1CCCN(S(=O)(=O)c2cnc[nH]2)C1 (centres undefined)	.	105	110	111	-4	105	-32	105	13	108	6
Cc1coc2cc3oc(=O)c4c(c3cc12)CCC4	.	100	104	101	-25	102	9	101	13	99	36
Cc1cc(=O)n2[nH]c(N)c(N=Nc3ccccc3F)c2n1	5	93	93	83	20	90	-48	93	4	85	3
CC(C)CC(=O)N1CCN(S(=O)(=O)c2ccc(Cl)cc2)CC1	-4	97	96	103	17	94	0	97	13	94	8
CCN(CC)C(=O)CN1C(=O)NC2(CCc3ccccc3C2)C1=O (centres undefined)	-4	100	98	101	2	99	-11	97	13	102	9
CCOC(=O)C(NC(=O)c1ccccc1)=C(C)C	-4	96	97	98	-6	98	-15	96	47	97	6
CN(C)C(=O)CSc1nc2ccccc2n1Cc1ccccc1	.	99	97	105	1	102	-5	95	5	103	2
Cn1c(NC(=O)C[n+]2cc(-c3ccccc3)n3c2CCC3)cc(=O)n(C)c1=O	-12	98	96	97	14	93	0	96	11	97	9
COc1cc(NC(=O)c2ccccc2F)ccc1NC(=O)c1ccccc1Cl	-13	92	97	100	1	97	-5	94	17	94	9
Cn1nccc1C(=O)OCC(=O)Nc1nc(-c2ccccc2)cs1	6	99	106	104	6	102	-19	101	7	101	8
O=C(c1ccncc1)N1CCN(C2CCCCC2)CC1	.	99	96	95	17	97	25	94	10	94	11
O=C1C2CC=CCC2C(=O)N1c1n[nH]c(Cc2ccccc2)n1 (centres undefined)	3	105	103	105	5	103	-1	101	20	105	24
CCOC(=O)/C=C1\CC(=O)Nc2nonc2N1	14	102	106	110	12	104	-15	103	14	102	8
CC(C)(C)c1csc(NC(=O)c2cccs2)n1	-7	104	101	103	28	101	32	99	31	100	16
Cn1cccc1C(C#N)c1ncc(C(F)(F)F)cc1Cl (centres undefined)	-1	95	98	96	12	96	-37	95	17	98	9
COc1ccc(-c2nnn(CC(=O)N(Cc3ccccc3Cl)C(C(=O)NCC3CCCO3)c3ccco3)n2)cc1OC (centres undefined)	10	97	99	97	-3	98	14	96	43	99	8
CCOC(=O)c1[nH]c2ccc(OCC)cc2c1NC(=O)CN1CCCC(C)C1 (centres undefined)	-25	97	95	91	4	95	-8	92	15	92	10
COc1ccc(Cc2nc(-c3ccc(NC(=O)c4cccnc4)cc3)no2)cc1	12	101	101	106	-10	103	-10	101	15	104	6
COc1ccc(-n2cnc3c(sc4nc(N5CCOCC5)c5c(c43)CCCC5)c2=O)cc1	13	97	98	95	-5	96	0	94	21	96	9
CC1(C)Cc2ccccc2C(NNC(=O)c2ccccn2)=N1	.	96	103	105	0	101	-34	102	4	98	6
CCCCOC(=O)c1ccc(NC(C)=O)cc1	-29	96	103	105	13	101	-18	102	14	98	29
Cc1cc(C(=O)CSc2nnc(N)s2)c(C)n1Cc1cccs1	-4	96	96	97	4	95	-95	94	11	96	6
O=C1CCCC2=C1C(c1ccc(Cl)cc1)C1C(=O)c3ccccc3C1=N2 (centres undefined)	.	108	106	104	45	107	-31	102	22	108	17
COc1ccc(CSCCNC(=S)Nc2ccccc2)cc1Cl	-18	101	97	97	14	96	-46	95	19	98	12
NS(=O)(=O)c1ccc(CNC(=O)c2scc3c2CCCC3)cc1	1	108	98	98	1	98	-10	94	19	103	9
CCOc1ccc(-c2n[nH]c(C)c2-c2ccccc2OC)c(O)c1	.	100	96	100	4	95	13	97	33	95	15
Cc1noc2ncnc(N3CCCC3)c12	-7	100	100	99	9	98	-5	98	16	98	8
O=c1cc(CN2CCN(S(=O)(=O)c3ccccc3)CC2)nc2sccn12	-16	96	97	101	-13	99	-36	94	12	100	8
O=C1C(c2ccccc2)SC(=Nc2ccccc2)N1S(=O)(=O)c1ccccc1 (centres undefined)	10	97	98	98	23	99	-5	98	23	99	5
COC(=O)c1c(NC(=O)CC2SC(N)=NC2=O)sc(C)c1C (centres undefined)	.	94	98	97	4	94	-29	97	20	95	5
Cc1cc(C(=O)COC(=O)c2ccc3c(c2)OCO3)c(C)n1CC1CCCO1 (centres undefined)	.	99	97	98	-8	99	-66	98	13	100	13
O=C1N=C(N2CCOCC2)S/C1=C\c1ccc(-c2ccccc2Cl)o1	2	98	105	102	19	99	2	100	11	97	9
CN(C)S(=O)(=O)c1cccc(C(=O)Nc2cc(Cl)cc(Cl)c2)c1	.	100	103	109	20	103	11	103	16	104	7
Cc1ccc(-c2nnc3sc(C4COc5ccccc5O4)nn23)cc1 (centres undefined)	.	?	?	?	-2	?	-7	?	6	?	7
Fc1ccc2nc(Nc3nc4cc5c(cc4s3)OCCO5)sc2c1	18	98	100	100	-55	97	-53	97	4	96	14
COc1ccc(NC(=O)C2=C(C)NC(=O)NC2c2cccc(OC)c2OC)c(OC)c1 (centres undefined)	18	101	102	97	-12	103	0	98	7	102	16
COC(=O)c1c(C)[nH]c(C(=O)OCC(=O)N2c3ccccc3NC(=O)C2(C)C)c1C	.	96	102	101	17	100	-20	101	10	100	15
Cc1ccc(Nc2nc(NCc3ccco3)c3ccccc3n2)cc1	.	101	98	103	39	93	6	98	16	101	8
NNC(=O)c1ccc(N2CCCCCC2)c([N+](=O)[O-])c1	-5	94	95	101	23	96	-32	95	14	91	12
CCCCn1cnc2cc(NCc3ccncc3)ccc21	.	97	98	101	30	98	-15	97	36	97	11

Shown with values under each structure: 2 of the compounds above.
Values in the order: Pf gamet viab | Rab7 wt GTP bind | Cdc42 wt GTP | Rac1 wt GTP bind | Mcl1 Noxa PPI | HRas wt GTP | Mcl1 Bid PPI | Rac1 act GTP bind | GSH bead fluor | Rab2 wt GTP | Avidin bead fluor
Cc1noc2ncnc(N3CCCC3)c12
→ -7 | 100 | 100 | 99 | 9 | 98 | -5 | 98 | 16 | 98 | 8
O=c1cc(CN2CCN(S(=O)(=O)c3ccccc3)CC2)nc2sccn12
→ -16 | 96 | 97 | 101 | -13 | 99 | -36 | 94 | 12 | 100 | 8

(listing goes on)
SMILES	Pf gamet viab	Rab7 wt GTP bind	Cdc42 wt GTP	Rac1 wt GTP bind	Mcl1 Noxa PPI	HRas wt GTP	Mcl1 Bid PPI	Rac1 act GTP bind	GSH bead fluor	Rab2 wt GTP	Avidin bead fluor
CCOC(=O)NC(=O)C(/C=N/c1sccc1C(=O)OC)=C(\C)O	2	95	100	102	-16	96	-26	100	20	99	8
CC(=O)c1ccc(N2CCN(C(=O)COc3ccccc3F)CC2)c(F)c1	.	100	102	104	-10	101	-3	98	28	101	8
COc1cccc(-c2nnc(SC(C(=O)c3c[nH]c4ccccc34)c3ccccc3)n2C)c1 (centres undefined)	-4	96	99	100	14	98	4	100	6	95	13
O=C(N/N=C/c1ccc(N2CCOCC2)o1)c1cccc(C(F)(F)F)c1	0	95	100	102	17	100	4	100	13	101	4
Cc1cc(C)c2nc(C(F)(F)F)nc(NCCCN3CCCC3=O)c2c1	.	96	99	99	14	99	2	95	9	95	13
COc1ccc(CN2CCN(C(=O)c3ccco3)CC2)cc1OC	13	96	98	101	37	100	32	97	13	99	12
Cc1ccc(C)n1NC(=O)c1ccccc1O	.	95	100	100	2	99	-41	99	55	100	7
C=C(C)CSc1nc(C)c(Cc2ccccc2)c(=O)[nH]1	.	100	102	103	1	101	1	102	32	100	17
O=[N+]([O-])c1cccc(S(=O)(=O)c2cccc([N+](=O)[O-])c2)c1	4	97	95	95	-1	94	-35	93	17	96	7
Cc1cc(NS(=O)(=O)c2ccc(NC(=O)CSc3nnc(-c4ccco4)n3Cc3ccco3)cc2)nc(C)n1	5	97	93	90	2	94	-8	90	3	91	2
CC(=O)Nc1ccccc1OC(C)C(=O)NC(C)c1ccc(F)cc1 (centres undefined)	10	101	103	104	6	103	-18	100	5	99	3
CCOC(=O)Cc1nnc(NC(=O)CSc2nncn2C)s1	-5	97	102	103	-24	102	-26	96	34	96	5
CNc1nc(-c2ccc3c(c2)CCN3C(=O)c2ccc(F)cc2)cs1	13	97	102	105	4	97	-26	97	13	99	12
Cc1cc(C)c(S(=O)(=O)N2CCCC(C(=O)NCCC3=CCCCC3)C2)c(C)c1 (centres undefined)	.	102	101	100	24	101	-30	99	17	101	15
CCS(=O)(=O)NCCCc1ccccc1	.	97	98	95	1	97	4	97	20	96	9
COC(=O)c1ccc(CSc2nc(N)cc(N)n2)cc1	.	97	100	105	7	99	-4	99	8	97	9
Cc1cc(/C=C2/C(=O)N(C)C(=S)N2C)ccc1N1CCCC1	-5	112	102	105	19	105	-36	100	38	108	31
CCn1c(N)c(Br)c(=O)[nH]c1=O	-13	102	98	99	12	97	-22	98	15	98	10
O=c1oc2ccccc2c2[nH]ccc12	17	90	93	91	3	92	-15	95	9	94	9

Compound profiles (already shown). Order of values: Pf gamet viab	Rab7 wt GTP bind	Cdc42 wt GTP	Rac1 wt GTP bind	Mcl1 Noxa PPI	HRas wt GTP	Mcl1 Bid PPI	Rac1 act GTP bind	GSH bead fluor	Rab2 wt GTP	Avidin bead fluor
O=C(N/N=C/c1ccc(N2CCOCC2)o1)c1cccc(C(F)(F)F)c1 reads 0	95	100	102	17	100	4	100	13	101	4
O=[N+]([O-])c1cccc(S(=O)(=O)c2cccc([N+](=O)[O-])c2)c1 reads 4	97	95	95	-1	94	-35	93	17	96	7
CCOC(=O)Cc1nnc(NC(=O)CSc2nncn2C)s1 reads -5	97	102	103	-24	102	-26	96	34	96	5
Cc1cc(C)c(S(=O)(=O)N2CCCC(C(=O)NCCC3=CCCCC3)C2)c(C)c1 (centres undefined) reads .	102	101	100	24	101	-30	99	17	101	15
C=C(C)CSc1nc(C)c(Cc2ccccc2)c(=O)[nH]1 reads .	100	102	103	1	101	1	102	32	100	17

Screening results from PubChem BioAssay.
